# CFTR F508del cor: CFTR F508del correction in bronchial cells | CFBE cells, YFP halide quenching; stimulated with forskolin plus potentiator P3; % fluorescence drop versus neutral controls | activity (quench increase), % at 7.58 µM | 350,000 compounds, 0.36% hits;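 active = mean added fluorescence quench of at least 8% versus neutral control, with both replicates also reaching 8%; inconclusive = only one of the mean or replicate conditions met; inactive = mean below 8% and not both replicates reaching 8%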;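 note: cells transiently co-express mutant CFTR-F508del with the halide-sensitive YFP; corrector assay measuring rescue of mutant channel to the surface after 24 h compound exposure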
# RAD52 anneal inh: blocks human RAD52 DNA annealing. recombinant RAD52 DNA annealing, FRET fluorescence. 360,000 compounds, 0.46% hits. P43351. AID 651710. inhibition, % at 18.7 µM;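 active = every replicate showing at least 50% inhibition; inconclusive = mean inhibition at least 50% but not in every replicate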
# RAD54 branch: blocks human RAD54 Holliday junction branch migration; 360,000 compounds, 0.14% hits; inhibition, % at 10.4 µM; FAM/BHQ fluorescence;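 active = mean normalized replicate activity at least 40 and at least half of replicates scoring 40 or more; inconclusive = only one of the two criteria met; inactive = mean below 40 and under half of replicates reaching 40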;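 note: 0% = median of neutral control wells and 100% = median of positive control wells; inhibitors cause a drop in the FAM fluorescence signal; in these data hits start at about 50%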
# Target sequence (Q92698 whole entry, looked up): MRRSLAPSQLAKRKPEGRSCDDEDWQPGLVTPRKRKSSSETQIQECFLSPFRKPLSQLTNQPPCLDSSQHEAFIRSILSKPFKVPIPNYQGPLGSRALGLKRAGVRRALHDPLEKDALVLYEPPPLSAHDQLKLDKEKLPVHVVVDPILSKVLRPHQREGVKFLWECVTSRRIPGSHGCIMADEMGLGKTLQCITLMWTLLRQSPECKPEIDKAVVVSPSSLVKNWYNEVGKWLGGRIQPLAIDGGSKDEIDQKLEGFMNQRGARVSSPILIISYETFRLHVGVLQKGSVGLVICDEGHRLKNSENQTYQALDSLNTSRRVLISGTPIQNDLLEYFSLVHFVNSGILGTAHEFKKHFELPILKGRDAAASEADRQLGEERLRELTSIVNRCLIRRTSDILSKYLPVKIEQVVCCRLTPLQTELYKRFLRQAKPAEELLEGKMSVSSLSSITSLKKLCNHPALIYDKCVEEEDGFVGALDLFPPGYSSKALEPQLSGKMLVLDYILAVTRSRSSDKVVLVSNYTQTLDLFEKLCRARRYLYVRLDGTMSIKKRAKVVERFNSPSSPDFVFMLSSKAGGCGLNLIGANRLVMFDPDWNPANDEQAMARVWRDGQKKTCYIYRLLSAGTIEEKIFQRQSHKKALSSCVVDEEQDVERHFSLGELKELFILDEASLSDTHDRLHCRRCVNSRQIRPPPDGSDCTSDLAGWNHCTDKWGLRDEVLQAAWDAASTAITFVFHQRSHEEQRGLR
# Xi reactivation: activators of X-chromosome reactivation in mouse fibroblasts | XiGFP mouse fibroblasts, % GFP-positive cells imaging, 3 d; cells co-treated with 5-aza-dC sensitizer; scaled so ellipticine positive control = 100% | activation, % at 7.58 µM | 360,000 compounds, 0.055% hits;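 active = mean normalized replicate activation at least 10% and every replicate at or above 10%; inconclusive = only one of the two criteria met; inactive = mean below 10% and not all replicates reach 10%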;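 note: 0% = median of on-plate neutral control wells and 100% = ellipticine 6 µM median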
#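 Assay system: SV40-immortalized XiGFP fibroblast cells, line 68-5-11; buffer or medium: DMEM plus 5-aza-dC sensitizer; compound: one concentration, pinned; timing: compounds 3 days, fix/stain 15 min at room temperature; benchmarks: positive control ellipticine, 6 µM final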
# DENV2 CPE rescue: protects cells from dengue virus 2 cytopathic effect | DENV2-infected cells, cytopathic effect rescue, plate reader | CPE inhibition, % at 9.99 µM | 350,000 compounds, 1.7% hits; in the data active = CPE inhibition above about 20%, passing the limit was not always enough; inconclusive = no clear call, values can overlap the other calls; tested in BHK-21 cells;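 note: 0% = median of neutral control wells and 100% = median of positive control wells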
# CASP6 VEID inh: blocks human caspase-6 cleavage activity. P55212. purified caspase-6, Z-VEID-R110 cleavage fluorescence. inhibition, % at 12.5 µM. 350,000 compounds, 0.53% hits. AID 686996;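 active = mean inhibition across replicates at least about 35%, with every replicate also reaching that limit, limit read from the data; inconclusive = only one of the two criteria met; inactive = neither criterion met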;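 note: 0% = median of neutral control wells and 100% = no fluorescence left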
# Target sequence (P55212 24-179 limits assumed): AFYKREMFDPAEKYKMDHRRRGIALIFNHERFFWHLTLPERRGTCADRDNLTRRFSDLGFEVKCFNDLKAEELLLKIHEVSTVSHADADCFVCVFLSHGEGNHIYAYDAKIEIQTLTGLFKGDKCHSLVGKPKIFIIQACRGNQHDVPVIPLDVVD
# Target sequence (P55212 194-293 limits assumed): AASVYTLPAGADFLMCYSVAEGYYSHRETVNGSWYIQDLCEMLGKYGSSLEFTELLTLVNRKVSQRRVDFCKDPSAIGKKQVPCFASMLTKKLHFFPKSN
# INS-1E GSIS act: GLuc luminescence reporter in INS-1E cells, primary screen for activators of glucose-dependent secretion of insulin; 370,000 compounds, 0.61% hits; INS-1E GLuc reporter insulin secretion, 2-3 h; AID 743287; activation, % at 16.6 µM;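 active = lowest replicate activation of at least 40%, so every replicate reaches that level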;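 note: 0% = median of neutral control wells and 100% = median of IBMX positive control wells; some compounds called inactive have numbers as strong as hits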
# E-sel inducer: E-selectin induction on HUVECs; P16581; HUVEC E-selectin immunofluorescence imaging; normalized: neutral wells 0, TNF-alpha wells 100; activation, % at 7.58 µM; 260,000 compounds, 0.37% hits;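 active = mean E-selectin-positive cell signal at least 10% of the positive control, reached in at least 60% of replicates, without over 20% cell loss; inconclusive = no rule given, readout overlaps actives, possibly toxicity-flagged; inactive = the rest, including those meeting only one limit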;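 note: in these data hits start at about 27%; measured in HUVEC primary endothelial cells; signal is the percent of cells scored E-selectin positive by PE staining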
#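 Assay system: HUVEC, human umbilical vein endothelial cells / Amount: 3,000 HUVEC/well / Controls: TNF-alpha positive control, DMSO neutral control / Compound dosing: single concentration / Medium: EGM-2 over gelatin coat / Evaluation: percent E-selectin-positive cells / Signal: immunofluorescence imaging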
# * = called active by the depositor; u = inconclusive; x = no result given; & = joins results of further samples.
SMILES,CFTR F508del cor,RAD52 anneal inh,RAD54 branch,Xi reactivation,DENV2 CPE rescue,CASP6 VEID inh,INS-1E GSIS act,E-sel inducer
CCN(C(=O)COC(=O)CNC(=O)c1ccc(Cl)cc1Cl)c1c(N)n(Cc2ccccc2)c(=O)[nH]c1=O,-0.2,-9,4,0.3,u,2,-2,x
CNc1nc(Cl)c(SC)c(NCc2cccc(OC)c2)n1,-2.7,-15,-6,0.4,16,-2,12,-0.3
O=C(c1cnc2n(c1=O)CCS2)N1CCCc2ccccc21,-0.7,-8,x,x,-2,-5,14,x
CCN1CC(=O)N2[C@H](CO)[C@@H](c3ccc(-c4ccccc4F)cc3)[C@H]2C1,0.8,-12,x,0.1,4,4,14,-0.1
Fc1ccc(-c2cc(C(F)(F)F)nc(-n3cc(Cl)cn3)n2)cc1,0.0,-4,x,-0.1,-10,-1,17,0.1
CC(C)NC(=O)N1C[C@@H]2[C@H](c3ccccc31)[C@H](CO)N2C(=O)c1cccnc1,-4.0,-2,-8,0.0,-5,-2,14,-0.7
CC(C)[C@H](NC(=O)[C@@H]1Cc2ccccc2CN1)C(=O)Nc1ccc2c(c1)OCCO2,-0.2,0,x,0.0,-2,-2,17,3.3
CCc1nc2c(OCC(=O)c3ccc(Cl)cc3Cl)cccn2c1N(C)C(=O)COc1ccccc1,3.2,-113,7,0.2,-12,1,-29,-0.1
CSc1ccc(CN(C)C(=O)CN2C(=O)NC3(CCCC3)C2=O)cc1,2.9,3,-4,0.0,-1,5,7,0.1
O=C(CCNC(=O)c1ccco1)Nc1nc(-c2ccccc2)cs1,8.8*,-43,0,0.3,3,1,x,0.1
CN(C)C(CNC(=O)CSc1nc2sc3c(c2c(=O)n1C)CCC3)c1ccccc1 (stereo not given),-1.9,-11,x,-0.1,3,3,11,1.9
COc1ccc(S(=O)(=O)N[C@@H]2CC[C@@H](CC(=O)N3CCc4ccccc4C3)O[C@@H]2CO)cc1,0.2,-4,1,0.1,-7,0,2,0.1
Cc1ccc(S(=O)(=O)C2(C(=O)Nc3ccc(C(C)C)cc3)CC2)cc1,-1.1,-10,3,0.1,3,4,-40,0.1
COc1cc(NS(=O)(=O)c2ccc(NC(=S)NC(=O)c3ccc(F)c(F)c3)cc2)nc(OC)n1,1.3,-37,-2,0.0,-1,5,-2,0.0
O=C(c1ccc(-c2ccccc2Cl)o1)N1CCCC(C(F)(F)F)C1 (stereo not given),4.5,-3,2,-0.1,-2,-133,-41,-0.9
Cc1cccc(N)c1SC1CCCCC1O (stereo not given),x,-31,x,0.1,-8,0,x,0.0
COc1ccc(S(=O)(=O)Nc2ccc3c(c2)C(=O)N([C@H](C)CO)C[C@H](C)[C@H](CN(C)C(=O)NC2CCCCC2)O3)cc1,-1.5,11,-5,2.2,-1,-3,-4,-0.1
O=C(Nc1ccc(F)cc1)Nc1ccc2c(c1)[C@H]1C[C@@H](CC(=O)N3CCCCC3)O[C@@H](CO)[C@H]1O2,-1.9,x,-2,0.0,3,x,-9,-0.3
COc1ccccc1NC(=O)N1C[C@@H]2[C@H](c3ccccc31)[C@H](CO)N2Cc1ccc2c(c1)OCO2,-1.0,6,-8,0.0,-2,1,9,-0.1
CC(C)NC(=O)Nc1ccc2c(c1)CC(=O)N([C@H](C)CO)C[C@H](C)[C@@H](CN(C)Cc1ccc(C(=O)Nc3ccccc3N)cc1)O2,-3.8,18,x,-1.2,13,3,24,0.1
Nc1cc(=O)[nH]c(SCCSc2ccccc2F)n1,-0.5,-11,1,0.0,2,0,29,0.1
COc1ccc(CN(C)C[C@H]2Oc3ccc(NC(=O)Nc4ccccc4)cc3C(=O)N([C@H](C)CO)C[C@H]2C)cc1,1.1,26,-3,-0.1,4,x,-20,0.1
COc1cc(Cl)cc(/C=C/c2ccc3cccc(O)c3n2)c1OC,1.9,-6,4,0.8,2,1,7,x
CC(C)NC(=O)N(C)C[C@H]1OCCCC[C@@H](C)Oc2ccc(NS(C)(=O)=O)cc2C(=O)N([C@@H](C)CO)C[C@H]1C,-4.2,12,6,-0.9,3,-1,26,0.0
CCCNC(=O)Nc1ccc2c(c1)C(=O)N(C)[C@@H]1CC[C@@H](CC(=O)NCC3CCCCC3)O[C@H]1CO2,2.7,-7,9,0.3,2,-1,-9,0.1
COc1ccc(CN(C)C[C@@H]2Oc3ccc(NC(=O)CCC(F)(F)F)cc3C(=O)N([C@H](C)CO)C[C@@H]2C)cc1,-2.7,0,-5,-1.2,4,-3,0,x
Nn1c(SCC(=O)Nc2nnc(-c3ccccc3)o2)nnc1C1CC1,-6.2,-12,-4,-0.1,7,-2,-6,x
CC(C(O)C12CC3CC(CC(C3)C1)C2)N1CCCCC1 (stereo not given),-0.1,-7,x,0.1,-1,-7,15,4.1
CC(=O)OC1C=CCC2C(=O)c3cccc(O)c3C(O)C12 (stereo not given),4.5,2,x,-0.1,-4,4,-7,-0.1
Cc1ccc(C(C[N+](=O)[O-])c2c(C)cc3ccccn23)cc1 (stereo not given),1.7,3,x,0.1,x,0,-5,x
O=C(c1ccc(NC2=NC3CS(=O)(=O)CC3S2)cc1)N1CCN(c2ccc([N+](=O)[O-])cc2)CC1 (stereo not given),-0.3,-7,8,0.0,39*,0,-9,x
CCC(=O)N1CC2(C1)[C@H](c1ccccc1)[C@@H](CO)N2C(=O)NC(C)C,-1.4,4,x,0.1,29*,1,1,0.0
O=C(C1=C[C@H](c2ccc(Br)cc2)C[C@H](OCc2ccc(CO)cc2)O1)N1CCOCC1,0.8&-3.0,-17&13,7,-0.1,-4&-16,-2&-1,18,-0.1
Cc1csc(NC(=O)CSc2nnc(-c3ccoc3C)n2C(C)c2ccccc2)n1 (stereo not given),0.8,-21,-3,0.0,0,4,-38,0.4
O=C(O)COn1c(-c2ccc(Cl)cc2)nc2ccc(Cl)cc21,-1.0,-16,x,0.1,-1,-1,16,x
O=c1cc(O)n(C2CCCCCC2)c(=O)[nH]1,1.2,-81,-25,0.0,2,12,-16,0.8
O=C(Nc1ccc(S(=O)(=O)NC2=NCCCCC2)cc1)c1ccco1,-1.5,-5,x,0.0,-3,-1,2,x
CCC(=O)N(C)C[C@@H]1Oc2cc(Br)ccc2S(=O)(=O)N([C@H](C)CO)C[C@H]1C,-1.8,7,-6,-0.7,-5,1,37,0.9
O=C(NCCc1cccnc1)c1cc(COc2ccc(F)cc2F)on1,3.4,8,7,0.0,-2,-1,-5,u
COc1cc(C(=O)O/N=C(\N)c2ccccn2)cc(OC)c1OC,-0.2,-3,x,0.8,7,1,7,3.2
CCCC(=O)Nc1ccc2nc(SCC(=O)N3CCCC3)sc2c1,-6.7,-1,x,0.0,3,-6,-1,-0.1
CN(C)Cc1ccccc1COc1ccccc1,-0.5,-6,-6,0.3,-5,-1,18,-2.9
CC(C)(CC(=O)O)CC(=O)NCc1c(Cl)cccc1Sc1ccc(Cl)cc1,x,-23,-4,0.1,-6,3,-2,x
Cc1ccc(S(=O)(=O)N2CCCC(C)C2)cc1 (stereo not given),2.8,-8,2,0.1,-3,-2,3,x
COc1ccc(Cl)cc1-c1cc(C(=O)Nc2ccc(F)cc2)[nH]n1,2.6,-9,3,0.0,-10,9,19,0.2
CC1(C(=O)Nc2cccnc2)Cc2c(-c3cccc(C(F)(F)F)c3)ccnc2O1 (stereo not given),2.9,-3,-1,-0.1,0,4,-31,-0.3
C[C@@H]1CN([C@@H](C)CO)C(=O)c2cc(-c3cncnc3)cnc2O[C@@H]1CN(C)C(=O)c1ccccc1F,0.1,-2,-3,-0.7,17,-1,17,0.0
O=[N+]([O-])c1cccc(-c2ccc(SCc3ccccn3)nn2)c1,-1.4,-3,4,0.1,u,-3,8,-0.3
O=C(C1CC1)N1CCCCN2[C@H](CO)[C@@H](c3ccc(-c4cccc(F)c4)cc3)[C@@H]2C1,-1.2,20,5,0.2,10,0,8,-0.3
O=C(CCN=C1NS(=O)(=O)c2ccccc21)OCc1nnc(-c2ccc([N+](=O)[O-])cc2)o1,-0.2,-4,1,0.0,-4,1,16,0.4
COc1ccc(NC(=O)N(C)C[C@H]2Oc3ccc(NC(=O)Cc4ccccc4)cc3C(=O)N([C@H](C)CO)C[C@H]2C)cc1,-0.4,x,x,0.0,x,x,-5,0.0
C[C@@H]1CN([C@@H](C)CO)C(=O)c2c(c3ccccc3n2C)-c2ccccc2CO[C@H]1CN(C)C,-1.4,9,3,0.1,-1,20,-8,0.0
CC(=O)N1[C@H](CO)[C@H](c2ccccc2)[C@H]1CN(C)S(=O)(=O)c1ccccc1,-1.1,-31,0,0.0,-2,-1,-3,0.2
O=C(Nc1ccnn1C1CCN(C2CCCC2)CC1)c1ccccc1Cl,1.8,-1,-3,0.1,4,-7,14,2.5
Cc1cnc(CNC(=O)C2CCC(=O)N(CCc3cccc(F)c3)C2)[nH]1 (stereo not given),-1.8,-14,-4,0.1,1,-1,20,x
C[C@@H]1CN([C@H](C)CO)C(=O)c2cccc(NS(=O)(=O)c3ccccc3)c2O[C@H]1CN(C)S(=O)(=O)c1ccc(Cl)cc1,0.2,4,1,-1.1,4,0,14,-0.2
O=[N+]([O-])c1cc(S(=O)(=O)N2CCCCCC2)ccc1F,2.5,-14,x,0.0,-1,10,-29,0.2
CCCC(=O)N1CCN(c2nc3c(OC)ccc(Cl)c3s2)CC1,-4.4,2,-8,0.0,-5,-1,6,x
C[C@H]1CN([C@@H](C)CO)C(=O)Cc2cc(NC(=O)CCN3CCOCC3)ccc2O[C@H]1CN(C)S(=O)(=O)c1ccccc1,2.4,-4,2,0.2,6,0,-7,-2.8
CCOC(=O)CNC(=O)COc1coc(CN2CCN(c3ccccc3F)CC2)cc1=O,1.0,-17,-7,0.2,-8,3,29,x

# Additional records follow:
SMILES,CFTR F508del cor,RAD52 anneal inh,RAD54 branch,Xi reactivation,DENV2 CPE rescue,CASP6 VEID inh,INS-1E GSIS act,E-sel inducer
COC(=O)CCCC(=O)NC(C)c1cnn(-c2ccccc2C)c1C (stereo not given),-1.4,-16,1,0.0,x,2,4,4.9
C[C@@H]1CN([C@@H](C)CO)C(=O)Cc2cc(NS(C)(=O)=O)ccc2O[C@@H]1CN(C)CC1CCCCC1,-0.4,-17,-11,-0.5,-1,-2,8,0.0
N=C1/C(=C/c2ccc(OCc3ccccc3F)cc2)C(=O)N=C2SC(CC(=O)N3CCOCC3)=NN12,1.5,-34,6,0.1,-2,x,-2,x
CSCCC(NC(=O)c1ccccc1Cl)C(=O)NCC1COc2ccccc2O1 (stereo not given),-2.7,-6,-3,0.3,-9,-5,-2,0.4
Cc1ccc(-c2nc3c(C)cc(Br)cn3c2Cc2ccccc2C(F)(F)F)cc1,2.2,-24,x,0.4,2,6,2,2.8
O=c1[nH]oc(O)c1-c1ncc(C(F)(F)F)cc1Cl,x,-13,x,0.0,-4,24,0,x

# Screening results: PubChem, Broad Institute
